Lung fibro prol – blocks proliferation of human lung fibroblasts; LL 47 human lung fibroblast viability, ATP luminescence; stronger effect = lower value; viability, % at 10 µM; hit rate 1.1% among 85,000; AID 719;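 active = viability at or below 50% in the single dose screen; inactive = viability above 50%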;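 also: compound exposure lasted 72 h before the ATP readout; 100% = median luminescence of untreated cell-only wells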
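Test system: LL 47 human lung fibroblasts / Quantity: 1,150 cells in each well / Medium: IMEM growth medium with 15% fetal bovine serum / Incubation: 72 h compound exposure at 37 °C after overnight plating / Detection: CellTiter-Glo luminescence measuring cellular ATP / Read-out: % viability versus median cells-only luminescence / Benchmarks: cell-only wells, no compound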
ERa SRC1 pot – enhances coactivator binding to human estrogen receptor alpha; hit rate 1.3% among 86,000; TR-FRET ERalpha-LBD/SRC-Cy5 coactivator binding, 2 h; 100 = basal binding, no effect; P03372; AID 639; coactivator binding (% of control), % at 25.6 µM; in the data active = activity above about 200%;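 also: binding measured in presence of low estradiol as agonist stimulus; 0% = peptide alone without receptor and 100% = receptor with peptide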
HUVEC prolif 384 – inhibitors of human endothelial cell proliferation; hit rate 1.1% among 86,000; HUVEC proliferation, CellTiter-Glo luminescence, 72 h; stronger effect = lower value; viability, % at 10 µM (by protocol);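 active = viability at or below 30%; inactive = viability above 30%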;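 also: 100% = median luminescence of DMSO-only cell control wells on each plate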
H69AR growth 86K – growth inhibitors of human H69AR lung tumor cells; AID 598; hit rate 6% among 85,000; viability, % at 10 µM; H69AR lung tumor viability, ATP luminescence, 72 h; stronger effect = lower value;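 active = viability at or below 40%; inactive = viability above 40%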;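 also: multidrug resistant small cell line overexpressing MRP-1 efflux transporter; 100% = mean luminescence of untreated control wells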
Smad3 FoxH1 inh – blocks human Smad3 binding to FoxH1 peptide; hit rate 0.29% among 88,000; TR-FRET Smad3/Dy647-FoxH1 peptide binding, europium anti-His; AID 630; inhibition, % at 25 µM;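 active = compounds that reduce the energy-transfer binding signal between the protein and its labelled peptide by more than half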;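 also: 0% = Smad3 plus labelled peptide maximal FRET and 100% = peptide-only background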
Target sequence (P84022 whole entry, looked up): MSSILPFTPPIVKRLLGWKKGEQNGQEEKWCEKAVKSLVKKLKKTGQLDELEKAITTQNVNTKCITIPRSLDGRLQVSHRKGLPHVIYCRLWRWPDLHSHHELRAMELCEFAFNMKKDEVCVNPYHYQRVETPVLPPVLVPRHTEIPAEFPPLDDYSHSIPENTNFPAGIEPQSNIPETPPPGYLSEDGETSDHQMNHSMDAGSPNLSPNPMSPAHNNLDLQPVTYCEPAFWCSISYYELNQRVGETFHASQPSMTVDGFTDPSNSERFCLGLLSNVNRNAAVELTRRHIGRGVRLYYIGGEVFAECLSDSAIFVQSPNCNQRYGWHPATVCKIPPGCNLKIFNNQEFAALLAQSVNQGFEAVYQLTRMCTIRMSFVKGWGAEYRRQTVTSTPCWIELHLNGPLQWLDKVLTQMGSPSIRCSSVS
ERb SRC1 inh – ER-beta (human) coactivator binding inhibition. Q92731. TR-FRET ER-beta LBD / SRC1-Cy5 peptide binding; receptor agonist-loaded with 1 µM estradiol. inhibition, % at 25.6 µM. hit rate 1.3% among 86,000. AID 633;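 active = compounds whose percent inhibition of the receptor-coactivator binding signal exceeds about 50% in the single-dose screen, limit read from the data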;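 also: 0% = receptor plus peptide wells without compound and 100% = peptide-only wells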
Target sequence (Q92731 whole entry, looked up, the tested form may be a part): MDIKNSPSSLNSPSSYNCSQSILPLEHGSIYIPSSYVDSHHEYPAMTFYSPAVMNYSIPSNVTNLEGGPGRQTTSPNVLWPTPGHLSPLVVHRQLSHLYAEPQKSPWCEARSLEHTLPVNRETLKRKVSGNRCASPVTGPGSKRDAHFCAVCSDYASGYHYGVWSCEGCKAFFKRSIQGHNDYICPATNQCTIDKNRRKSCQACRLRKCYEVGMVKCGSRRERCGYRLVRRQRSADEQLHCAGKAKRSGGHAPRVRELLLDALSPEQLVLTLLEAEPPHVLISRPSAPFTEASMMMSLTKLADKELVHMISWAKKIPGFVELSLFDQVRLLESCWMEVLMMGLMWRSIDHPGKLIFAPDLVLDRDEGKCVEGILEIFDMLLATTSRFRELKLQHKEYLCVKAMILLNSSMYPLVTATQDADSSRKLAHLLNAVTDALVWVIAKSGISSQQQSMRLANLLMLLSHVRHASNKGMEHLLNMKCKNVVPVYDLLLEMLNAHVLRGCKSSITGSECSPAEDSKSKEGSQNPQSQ
ERa coact inh – ER-alpha (human) coactivator binding inhibition; AID 629; TR-FRET ER-alpha LBD / SRC-1 peptide, estradiol-bound; P03372; hit rate 1.7% among 86,000; inhibition, % at 25.6 µM; in the data active = inhibition above about 50%;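 also: 0% = receptor plus peptide control and 100% = peptide only without receptor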
CD11b adhes enh – CD11b/CD18-fibrinogen binding enhancement. K562 CD11b/CD18 adhesion to fibrinogen, ATPlite luminescence. activation, % at 10 µM. hit rate 0.07% among 93,000. AID 1499;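 active = 10 µM primary screen giving 50% or more activity, confirmed by 40% or more on retest at that dose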; also: strong numbers were not always called active; reference of the scale not given here
MT1-MMP txn act – MT1-MMP promoter transcription activation; activation factor at 10 µM; hit rate 0.16% among 86,000; HT1080 MT1-MMP promoter luciferase reporter, luminescence, overnight; stronger effect = higher value;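 active = activation factor of at least 2 for MT1-MMP transcription at 10 µM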
* hit, by the source's call; . = not tested or not shown; [ ] = dose if it differs, or a comment.

SMILES	Lung fibro prol	ERa SRC1 pot	HUVEC prolif 384	H69AR growth 86K	Smad3 FoxH1 inh	ERb SRC1 inh	ERa coact inh	CD11b adhes enh	MT1-MMP txn act
Cc1cccc(N2C(=O)SC(N(C)c3ccccc3)C2=O)c1 (centres undefined)	102.3	119.4	97.1	90.6	11.5	-3.4	-6.6	-3.1	1.2
CCc1c(C)sc(NC(=O)c2cccs2)c1C(N)=O	97.2	78.0	79.9	99.7	-11.5	-6.0	-4.8	-2.0	1.6
CCOC(=O)C1CCCN(Cc2ccc(OC)cc2OC)C1 (centres undefined)	97.5	123.5	83.9	98.9	-2.7	-7.5	-9.6	-2.3	1.1
CCC(Sc1nc2cc(OC)c(OC)cc2c(=O)n1Cc1ccco1)C(=O)NCCOC (centres undefined)	97.5	79.8[fluorescence artefact?]	90.0	65.5	-2.3	0.8	6.6	-0.1	1.1
COc1ccc(C2CC(=O)N3CN(Cc4ccco4)CSC3=C2C#N)cc1 (centres undefined)	106.8	81.6	105.3	92.5	14.8	-3.9	-1.8	-2.8	1.1
C=CCSc1nc2c(c(=O)[nH]c(=O)n2C)n1C(C)C	91.9	65.7	95.6	96.4	8.8	-1.9	17.8	0.1	1.2
CCSc1nc(-c2ccccc2)c(C#N)c(=O)[nH]1	96.7	96.4	93.2	101.2	6.0[fluorescence artefact?]	-14.8	-6.2	-1.2	1
c1ccc(-n2nnnc2SCc2cn3cccnc3n2)cc1	88.5	111.2	93.9	104.8	3.0	-2.3	-3.7	-1.5	1.2
CCOC(=O)c1ccc(NC(=O)CCNc2c(N3CCCC3)c(=O)c2=O)cc1	89.8	84.6[fluorescence artefact?]	93.1	98.0	13.1	-0.1	-5.0	2.3	1.1
CCOC(=O)N1CCN(c2c(NCc3ccccn3)c(=O)c2=O)CC1	104.5	84.3	100.0	97.7	-13.7	1.2[fluorescence artefact?]	-8.3	-2.4	1.1
COc1ccccc1C1N(c2cc(Cl)ccc2OC)C(=O)C2CCCN21 (centres undefined)	95.4	98.1	110.5	93.3	8.6	-18.2[fluorescence artefact?]	-3.1[fluorescence artefact?]	3.4	1.1
COc1cc(OC)cc(-c2nc(-c3ccccc3OC)no2)c1	99.0	488.1*[fluorescence artefact?]	86.2	87.6	3.9	-5.0[fluorescence artefact?]	-1.6[fluorescence artefact?]	.	1
COn1c(=S)[nH]c2ccccc2c1=O	92.9	146.4[fluorescence artefact?]	92.0	97.7	5.0	-18.1	-23.9	-2.7	1.3
COc1ccc(-n2ccnc2SCC(=O)NCc2ccc3c(c2)OCO3)cc1	93.0	102.3	85.3	93.4	2.6	49.1	-7.4	-3.4	1.1
CCOC(=O)N/C(N)=N/c1nc2ccccc2s1	102.4	123.3	88.1	84.0	3.8	4.4	-18.2[fluorescence artefact?]	-1.0	1.3
CCN1C(=O)/C(=C/N(C)c2ccccc2)OC1=S	100.4	108.2	92.0	78.4	8.4	-7.5	-7.2	-4.1	1.1
Cc1nc2cc(NS(=O)(=O)c3c(C)c(C)cc(C)c3C)ccc2s1	87.8	77.4	98.2	50.9	10.8	3.8	18.0	.	1.1
Cc1cc(C(=O)NCc2ccccc2)no1	100.6	93.6	102.8	90.9	-2.3	0.9	-1.1	.	1.1
COc1ccc(S(=O)(=O)Nc2ccccc2)cc1OC	98.9	109.0	94.3	98.5	3.6	-4.0	0.4	.	1
Cc1cc(C)c2cc(CN(Cc3nnnn3C3CCCCC3)CC3CCCO3)c(=O)[nH]c2c1 (centres undefined)	99.5	104.5	105.0	58.9	4.1	-5.1	-1.9	3.7	1.1
Cn1cnnc1SCCNS(=O)(=O)c1ccccc1	94.4	104.4	93.7	98.9	5.7	0.7	-0.1	-0.9	1.1
CN1CCN(/C=C2\SC(=S)NC2=O)CC1	111.8	105.9	96.4	94.7	7.6	3.9	2.3[fluorescence artefact?]	1.2	1.1
CC(C)CC(NC(=O)C1CCCN1C(=O)OC(C)(C)C)C(=O)NCC(N)=O (centres undefined)	100.8	125.0	95.8	92.0	4.6	13.5	-5.5	-2.5	1
Cc1cccc(NC(=O)Nc2cccc(C#N)c2)n1	91.2	104.0	79.0	65.5	3.0	-1.0[fluorescence artefact?]	23.4	34.8	1.4
Cc1ccc(CNC(=O)c2ccc(CNc3c(N4CCCC4)c(=O)c3=O)cc2)cc1	101.3	112.4	90.3	94.7	6.2	6.7	-5.5	-0.2	.
CSc1nc2ccc3nc(NC(=O)C4COc5ccccc5O4)sc3c2s1 (centres undefined)	109.8	209.2*[fluorescence artefact?]	77.3	57.2	12.8	11.8	18.2[fluorescence artefact?]	-6.9	.
OC(COCc1ccco1)CN1CCN(C(c2ccccc2)c2ccccc2)CC1 (centres undefined)	99.6	108.8	92.5	102.9	1.8	-7.0	-1.6	-0.6	1.1
O=C(CN1CCOCC1)Nc1ccc(Br)cn1	97.8	104.7	102.9	104.1	2.2	-4.5	-3.5	9.9	1.1
COc1cccc(C2Nc3ccccc3C(=O)N2O)c1O (centres undefined)	.	140.7	106.7	91.9	15.6	1.8	-5.0	.	1.3
O=C(NCc1cccs1)c1noc2c1CCCCC2	91.3	128.4	93.7	97.3	-5.5	-6.2[fluorescence artefact?]	-8.8	0.6	1.6
CCOC(=O)Cc1csc(NC(=O)CN(C)S(=O)(=O)c2cccc3cccnc23)n1	97.2	111.2	86.9	91.1	1.4	-2.6	-8.4	0.6	1.1
COC(=O)CCC/C=C1/SCC(NC(=O)c2ccccc2)C1O (centres undefined)	103.6	212.8*	97.3	87.6	3.3	2.8	16.7	-2.7	1
Cc1ccc2nsnc2c1S(=O)(=O)NCc1ccncc1	.	89.3	107.6	97.8	0.9	-3.9	-7.7	.	1.1
O=c1c2ccccc2n(Cc2cccc(F)c2)c(=O)n1C1CCCC1	99.6	95.8	104.2	85.7	-6.7	-7.0	-6.5	0.8	1.2
COn1c(=O)c(=O)n(OC)c2ccccc21	93.4	59.3	105.5	97.1	1.6	33.0	13.9	-2.4	1.4
CCOc1ccc2nc(NS(C)(=O)=O)sc2c1	91.1	137.8	72.8	86.6	10.9[fluorescence artefact?]	-5.8	-7.2	-0.7	1.2
COC(=O)COc1ccc(S(=O)(=O)Nc2ccccc2SC)cc1	88.8	109.2	100.5	93.4	-5.3	-22.5	-40.6	.	1.1
CCOC(=O)Nc1cc(=O)c2ccccc2o1	.	115.3	61.4	14.3*	2.0	4.5	-4.4	-0.6	1.1
CCOC(=O)c1nnn(-c2nonc2-n2cccc2)c1CCl	35.3*	116.3	3.3*	1.5*	9.6	1.9	0.0	3.2	0.9
CN1CCN(Cc2c(O)c(Cl)cc3c(-c4ccccc4)cc(=O)oc23)CC1	94.6	122.2	96.8	99.1	2.7	3.9	0.3	-0.8	1.2
Cc1ccc(C)c(N(CC(=O)N(C)C)S(C)(=O)=O)c1	99.8	94.9	102.5	94.5	13.7[fluorescence artefact?]	-20.1	5.3	0.6	1.1
C=CCn1c(NCCOC)nc2c1c(=O)n(C)c(=O)n2C	91.2	136.4[fluorescence artefact?]	98.5	90.5	3.2	0.1	-1.4	-0.3	1.2
Cc1ccc2cc(CN(C(=O)c3ccco3)c3ccccc3)c(=O)[nH]c2c1	99.0	101.4	103.0	97.0	-6.9	16.1	34.6[fluorescence artefact?]	-5.8	1.3
Cc1ccc(-c2nn3c(C)nnc3s2)cc1NC(=O)c1ccc(-c2ccc(Cl)cc2Cl)o1	6.5*	155.2[fluorescence artefact?]	6.5*	104.4	-16.3	45.6	67.4*[fluorescence artefact?]	37.6	1.2
O=C(NCC1CCCO1)c1cc(-c2ccc(Cl)cc2Cl)on1 (centres undefined)	103.6	118.1	92.0	103.0	0.1	-9.3	-7.4	.	1.2
CCC(C(=O)N1CCc2cc(OC)c(OC)cc2C1)c1ccccc1 (centres undefined)	103.7	107.9	107.0	82.5	-7.7	14.2[fluorescence artefact?]	11.7	.	1.1
Cn1c(CN2CCOCC2)nnc1SCC(N)=O	99.3	109.1	96.9	82.0	-19.1	0.6[fluorescence artefact?]	-6.4	-0.3	1.1
COC(=O)Nc1ccc2c(c1)ncn2C1CCCCC1	98.3	106.3	103.6	74.5	-7.8	-7.2[fluorescence artefact?]	-3.1	-2.8	1.4

Of the compounds above, three have a cyano group:
SMILES	Lung fibro prol	ERa SRC1 pot	HUVEC prolif 384	H69AR growth 86K	Smad3 FoxH1 inh	ERb SRC1 inh	ERa coact inh	CD11b adhes enh	MT1-MMP txn act
COc1ccc(C2CC(=O)N3CN(Cc4ccco4)CSC3=C2C#N)cc1 (centres undefined)	106.8	81.6	105.3	92.5	14.8	-3.9	-1.8	-2.8	1.1
CCSc1nc(-c2ccccc2)c(C#N)c(=O)[nH]1	96.7	96.4	93.2	101.2	6.0[fluorescence artefact?]	-14.8	-6.2	-1.2	1
Cc1cccc(NC(=O)Nc2cccc(C#N)c2)n1	91.2	104.0	79.0	65.5	3.0	-1.0[fluorescence artefact?]	23.4	34.8	1.4

Next entries
SMILES	Lung fibro prol	ERa SRC1 pot	HUVEC prolif 384	H69AR growth 86K	Smad3 FoxH1 inh	ERb SRC1 inh	ERa coact inh	CD11b adhes enh	MT1-MMP txn act
Cn1nc(-c2ccc(Cl)cc2)c2cc(C(=O)N3CCN(C(=O)c4ccco4)CC3)sc21	89.3	108.1	73.9	93.0	2.0	2.3	1.1	-1.0	1.2
CCOC(=O)C(C(=O)OCC)C(CC(=O)C1CC1)c1ccccc1 (centres undefined)	99.2	127.2	106.4	91.3	3.6	-5.3	0.1	0.0	1.1
O=C(Nc1ccc(Cl)cc1Cl)C1=Cc2ccccc2OC1	107.0	94.2	88.4	95.4	-10.7	-1.6	2.5	-1.8	1.4
CC(NC(=O)OC(C)(C)C)C(=O)N1CCCC1C(=O)NC(Cc1ccccc1)C(N)=O (centres undefined)	96.3	98.2	88.5	95.0	5.5	34.4	-5.4	1.2	1.2
Cc1ccnc2c(N3C(=O)C4C5C=CC(C5)C4(C)C3=O)cccc12 (centres undefined)	103.2	91.8	99.5	100.2	4.9	-6.4	2.3	0.4	1.1
N#C/C(=C/c1ccc(N2CCOCC2)c([N+](=O)[O-])c1)C(N)=O	107.7	103.0	103.5	100.8	-11.1	-12.4	-4.0[fluorescence artefact?]	-2.7	.
COc1ccc(N2CCN(Cc3nc(N)nc(Nc4ccccc4OC)n3)CC2)cc1	103.1	119.9	97.5	7.7*	3.5	-7.6	-5.9	-0.3	1.2
CC(=O)c1c(N2CCN(c3ccccc3)CC2)nc(=S)n(-c2ccccc2)c1C	92.0	102.5[fluorescence artefact?]	90.5	92.8	5.4	-6.5	-4.9	-2.4	1.2
CCOC(=O)N1CCN(C(=O)C2CCC(C(=O)N3CCN(C(=O)OCC)CC3)CC2)CC1 (centres undefined)	98.9	123.7	109.2	101.1	-5.5	-1.6[fluorescence artefact?]	15.1	.	0.9
COC(=O)C1=C(C)N(c2cccc(C(C)=O)c2)C(=O)C1	89.8	49.6	90.0	71.1	6.1	-0.4	10.4	0.5	1.3
O=C(CCCC(=O)N(CC(=O)NC1CCCC1)Cc1ccc(F)cc1)Nc1ccccn1	.	115.5[fluorescence artefact?]	101.0	102.1	-8.2	-2.9	-0.2	1.4	1
CC(C)(C)C1CCC2(CC1)NC(=S)N(c1ccccc1)N2 (centres undefined)	.	100.6	54.6	100.3	24.8	-3.5	-6.5	.	1.1

Some of the compounds tested (hit frequency here may not be typical).
